# USP1-UAF1 inh: blocks the human USP1/UAF1 deubiquitinase complex. O94782. recombinant USP1/UAF1, Ub-Rhodamine cleavage fluorescence. Potency, µM (top dose mostly 57.1 µM), for inactives: at the top dose activity change, negative = inhibition, most hits filed as inhibitors. 0.23% of 390,000 active. AID 743255; note: potency is the fitted concentration of half-maximal effect; % is set by controls: 0 for no effect and ±100 for the full control effect; nearly all actives have a fitted effect of over 60% in size; inactives centre near -12
#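 USP1/UAF1 complex (1 nM) preincubated 15 min at room temperature with compound, then Ub-Rho substrate (150 nM final) added. Kinetic fluorescence at 480/540 nm over 6 reads at 60 s intervals; 50 mM HEPES pH 7.8, 0.5 mM EDTA, 0.1 mg/ml BSA, 1 mM TCEP, 0.01% Tween-20.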
# mIDH1 inhibitor: human IDH1 R132H inhibition; Potency, µM (doses to about 76.6 µM), inactives show at the highest dose activity change, negative = inhibition, hits mostly inhibitors; IDH1-R132H enzyme, NADPH consumption, diaphorase/resazurin fluorescence; 0.093% of 390,000 active; O75874; note: potency is the fitted concentration of half-maximal effect; % is set by controls: 0 for no effect and ±100 for the full control effect; nearly all actives have a fitted effect of over 65% in size
# Target sequence (O75874 whole entry R132H, stated change not applied): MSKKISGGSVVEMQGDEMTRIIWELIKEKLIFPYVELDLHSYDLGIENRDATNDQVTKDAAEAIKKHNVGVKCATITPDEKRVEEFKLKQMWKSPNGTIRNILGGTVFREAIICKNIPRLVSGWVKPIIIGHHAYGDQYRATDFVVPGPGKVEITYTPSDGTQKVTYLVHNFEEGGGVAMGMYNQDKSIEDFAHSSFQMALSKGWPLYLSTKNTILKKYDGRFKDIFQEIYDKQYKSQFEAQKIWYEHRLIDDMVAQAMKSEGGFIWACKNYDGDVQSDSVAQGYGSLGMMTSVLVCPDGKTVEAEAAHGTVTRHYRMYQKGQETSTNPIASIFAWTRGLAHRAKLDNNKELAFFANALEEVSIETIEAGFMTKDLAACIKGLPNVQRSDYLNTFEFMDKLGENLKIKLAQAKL
#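 IDH1-R132H (0.5 ug/mL) preincubated 30 min with compound, then NADPH (0.016 mM) and alpha-KG (2 mM) added; 80 min at RT, pH 7.5. Remaining NADPH coupled via diaphorase/resazurin to fluorescence (540/590 nm); concentration-response curves normalized to no-enzyme control.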
# GRP78 ERSR act: inducers of ER stress response in human glioma cells; 0.02% of 420,000 active; U87-MG GRP78 promoter luciferase reporter, 16 h; Potency, µM, for the others: at the top dose activation, hits mostly activators; AID 602332; note: potency is the fitted concentration of half-maximal effect; series mostly up to about 76 µM; % of control where 0% means no effect; nearly all actives have a fitted effect of over 35% in size
#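 Stably transfected U87-MG glioma cells carrying a GRP78-based luciferase sensor; 16 h compound incubation. Luminescence end-point read 10 min after Bright-Glo addition at room temperature.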
# PI4K2A block: PI4K2A (human) kinase inhibition; purified PI4K2A, ADP-Glo luminescence, 1 h; stronger effect = lower value; activity change, negative = inhibition, % at 76.9 µM; 0.13% of 420,000 active; AID 1346378; in the data active = activity change below about -50%; inconclusive = mostly about -30% to -49%;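 note: -100% = wells without enzyme as full effect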
# Target sequence (Q9BTU6 whole entry, looked up): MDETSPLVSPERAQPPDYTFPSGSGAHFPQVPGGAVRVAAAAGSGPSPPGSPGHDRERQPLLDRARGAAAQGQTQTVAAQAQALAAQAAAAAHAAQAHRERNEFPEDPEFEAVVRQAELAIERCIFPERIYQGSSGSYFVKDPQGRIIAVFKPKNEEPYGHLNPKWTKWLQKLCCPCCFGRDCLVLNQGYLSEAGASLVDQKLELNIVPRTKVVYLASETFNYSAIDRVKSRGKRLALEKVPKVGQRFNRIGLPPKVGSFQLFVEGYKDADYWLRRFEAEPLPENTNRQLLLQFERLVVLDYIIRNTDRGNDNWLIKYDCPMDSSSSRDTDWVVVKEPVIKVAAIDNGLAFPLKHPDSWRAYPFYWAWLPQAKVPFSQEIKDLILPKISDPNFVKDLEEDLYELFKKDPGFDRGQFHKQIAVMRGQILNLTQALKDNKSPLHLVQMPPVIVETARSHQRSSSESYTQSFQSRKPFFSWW
#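 Compounds are screened against recombinant PI4K2A using PI as substrate and ATP, the latter dispensed at 300 microM. Reactions run one hour at ambient temperature before ADP-Glo detection; full inhibition defined by wells lacking enzyme.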
# RXFP1 agonist: activates the human relaxin receptor RXFP1; Q9HBX9; HEK293T-RXFP1 cAMP TR-FRET, 30 min; response scale: percent of porcine relaxin response, buffer zero; Potency, µM (titrated, usually from 57.5 µM), for the others: at the highest dose activation, most hits filed as activators; 0.3% of 370,000 active; note: potency is the fitted concentration of half-maximal effect; % is set by controls: 0 for no effect and ±100 for the full control effect; nearly all actives have a fitted effect of over 60% in size; many of its hits are not listed in these tables
#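 HEK293 cells stably expressing RXFP1, treated 30 min at 37C with compounds plus PDE4 inhibitor Ro 20174; cAMP measured by HTRF TR-FRET. Normalized to buffer and 29 nM porcine relaxin; EC50 by Hill fit.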
# Vif-A3G inh: inhibitors of Vif-APOBEC3G interaction. HeLa A3G-eYFP + Vif (tagged APOBEC3G with the HIV-1 protein that degrades it), YFP fluorescence, overnight. Potency, µM (top dose mostly 46.1 µM), for inactives: at the top dose activity, negative = active, most hits filed as inhibitors. 0.076% of 410,000 active;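 note: potency is the fitted concentration of half-maximal effect; % is set by controls: 0 for no effect and ±100 for the full control effect; nearly all actives have a fitted effect of over 60% in size; hits raise eYFP signal because A3G escapes Vif-driven loss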
#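 HeLa cells stably expressing Vif and C-terminally eYFP-tagged A3G, seeded overnight at 37 deg C, then exposed to compound by pintool overnight at 37 deg C. Rise in yellow fluorescence (Ex 488/Em 500-530, Acumen) marks blocked Vif-driven A3G degradation.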
# TrxR1 substrate: is turned over as a substrate by rat TrxR1 | AID 588456 | 0.01% of 390,000 active | Potency, µM (series often up to 114 µM), inactives show at the top dose activity change, negative = substrate turnover | purified TrxR1 substrate turnover, NADPH consumption readout; note: potency is the fitted concentration of half-maximal effect; % is set by controls: 0 for no effect and ±100 for the full control effect; nearly all actives have a fitted effect of over 50% in size
#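 Rat TrxR1, dispensed at 90 nM, was prereduced with 400 uM NADPH (final) for 5 min at ~22 deg C, then incubated with compound 15 min before 400 uM selenite. A first-read NADPH fluorescence drop versus no-compound background flagged substrates.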
# LDHA block: LDHA (human) enzyme inhibition; activity change, % (values are at about 110 or 230 µM); P00338; purified LDHA, NADH/diaphorase-resazurin fluorescence; stronger effect = lower value; 0.15% of 480,000 active; in the data active = activity change below about -30%; inconclusive = mostly about -25% to -30%;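 note: plate controls were DMSO wells for no effect and wells without enzyme for full effect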
#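 Enzyme activity of human lactate dehydrogenase 5 (2 nM; 0.06 mM NADH, 0.2 mM pyruvate, 5 min, RT) is measured via a resazurin/diaphorase fluorescence readout of residual NADH.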
# Vif-APOBEC3F blk: inhibitors of Vif-A3F interaction; HeLa A3F-eYFP + Vif (tagged APOBEC3F with the HIV-1 protein that degrades it), YFP fluorescence increase; Potency, µM (series often up to 46.1 µM), inactives show at the highest dose activity, negative = active; 0.2% of 390,000 active; AID 602313; note: potency is the fitted concentration of half-maximal effect; % of control where 0% means no effect; nearly all actives have a fitted effect of over 65% in size
#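 Fluorescence increase (Ex 488/Em 500-530) after overnight compound treatment at 37 deg C flags inhibition of Vif-driven A3F-eYFP loss in stable HeLa A3F-eYFP/Vif cells seeded overnight beforehand.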
# Active calls of the source: *; ? = inconclusive; · = not tested or not shown; [ ] = dose if it differs, or a comment. Unless noted, calls come from the whole dose curve; as a rule, active = well fitted curve in the direction sought with a large enough effect; inconclusive = small, poorly fitted or top-dose-only effect, or another doubt; inactive = no such curve, though single readings can be large; an effect the other way counts as inactive or inconclusive.
# The line under a structure holds: USP1-UAF1 inh | mIDH1 inhibitor | GRP78 ERSR act | PI4K2A block | RXFP1 agonist | Vif-A3G inh | TrxR1 substrate | LDHA block | Vif-APOBEC3F blk
- C=CC(=O)N1CCCC(Nc2nc(Nc3ccc(N(C)C(=O)CC)cc3C)nc3nc[nH]c23)C1 (stereo not drawn)
  -25.6% | -0.6% | -3.0% | -3.4 | · | -5.2% | 7.5% | 4.3 | 0.3%
- O=C(O)CSCC(=O)NCc1csc2ccc(Cl)cc12
  -7.9% | 4.2% | -1.4% | 0.5 | -0.5% | 0.7% | -0.7%[57.1 µM] | -3.3 | 0.7%
- O=C(CCCn1c(=S)[nH]c2cc3c(cc2c1=O)OCO3)N1CCN(c2ccccn2)CC1
  -24.7% | 0.0% | -2.4% | -7.2 | -1.5% | 4.0% | -6.8% | 0.8 | 5.6%
- COc1ccc(-c2nnn(Cc3ccccc3)n2)cc1OC
  -10.3% | 20.8% | 4.2% | 4.4 | -2.3% | -1.4% | 0.8% | -2.9 | ?
- CCc1sc(Nc2cccc(Cl)c2)nc1-c1cc2cccc(OC)c2oc1=O
  ? | -5.4% | -2.6% | 1.4 | 3.4% | -6.2% | -0.2%[57.1 µM] | -1.0 | -1.3%
- O=C(C1c2ccccc2Oc2ccccc21)N1CCN(c2ccc(Cl)cc2)CC1
  -17.9% | 5.7% | -4.7% | 0.4 | -0.9% | -9.1% | 4.2% | -1.1 | ·
- CN1CCN(NC(=O)c2ccc(Br)c(S(=O)(=O)N3CCOCC3)c2)CC1
  -14.0% | 5.9% | -3.2% | 4.2 | -1.5% | -4.4% | -2.7% | -5.0 | 1.9%
- COc1ccc(CCN(C)C(=O)CN2C(=O)c3ccccc3S2(=O)=O)cc1OC
  -19.5% | 6.9% | -3.5% | -2.4 | -0.4% | 2.4% | 9.6%[57.1 µM] | -4.8 | 3.7%
- O=C(CNC(=O)c1ccc(S(=O)(=O)N2CCCC2)cc1)N/N=C/c1ccco1
  4.6% | -7.3% | -5.8% | -3.5 | 4.1% | 2.3% | -6.1% | -2.1 | 1.0%
- CCOC(=O)CN(C(=O)COc1nc(-c2ccccc2)cc(C)c1C#N)c1cccc(OC)c1
  -9.1% | 1.0% | -1.8% | -1.5 | -2.4% | -1.7% | 42.6%[activator] | -1.4 | -13.4%
- CCOC(=O)CNc1c(N2CCN(c3ccccn3)CC2)c(=O)c1=O
  -22.5% | -5.4% | -2.9% | -11.7 | 1.3% | 1.5% | -4.1% | -1.5 | -4.6%
- CC(C)Cc1nnc(NC(=O)c2ccc(S(=O)(=O)N3CCCC3)cc2)s1
  -15.5% | 0.1% | 2.2% | -1.3 | 0.4% | -0.1% | 17.3%[57.1 µM] | -3.4 | 7.5%
- Cn1c(SCC(=O)Nc2nccs2)nnc1-c1ccc(S(=O)(=O)N2CCCC2)cc1
  -10.4% | 10.2% | -1.8% | -0.3 | 0.9% | 2.7% | 0.2% | 7.5 | -9.1%
- COc1cc(/C=C/C(=O)OCC(=O)NC(=O)NC(C)(C)C)ccc1OCC#N
  -3.1% | 4.7% | -3.7% | -2.0 | 0.8% | 0.8% | 5.5%[57.1 µM] | -4.8 | 7.9%
- COc1ccccc1NC(=O)NNC(=O)COc1ccc2ccccc2c1
  -11.0% | 8.0% | -5.5% | 2.8 | 0.9% | 1.6% | 2.0% | -6.6 | 3.2%
- CC(=O)c1ccc(N2CCN(C(=O)CCS(=O)(=O)c3ccc4c(c3)CCN4C(C)=O)CC2)cc1
  -27.7% | -7.4% | -0.5% | 1.5 | 3.6% | 0.6% | -7.9% | -0.7 | -5.0%
- CC(=O)c1cc(-c2ccccc2)n(CC(=O)NC(C)(C)C)c1C
  -9.0% | 0.8% | -2.1% | 1.1 | -2.0% | 0.0% | -2.1% | -1.8 | -4.1%
- CC(=O)Nc1ccc(S(=O)(=O)N(C)CC(=O)OCC(=O)Nc2ccc3c(c2)OCO3)cc1
  -16.4% | 0.3% | -2.2% | 3.1 | 0.0% | 0.5% | -5.8% | 1.0 | 3.5%
- Cc1cc(C)c(S(=O)(=O)N2CCCCC2CCNC(=O)C(=O)NCC2CCCO2)c(C)c1 (stereo not drawn)
  -21.2% | 6.7% | -3.7% | 0.5 | 2.6% | 2.8% | 3.5% | -2.5 | 4.7%
- Cc1cc(Cl)c2c(c1)[C@]1(C(=O)N2)[C@@H]2C(=O)N(Cc3ccccc3)C(=O)[C@@H]2[C@@H]2CCCN21
  -8.6% | 1.5% | -3.2% | 3.2 | 0.5% | 0.1% | -10.5% | 5.6 | ·
- CCCCOc1ccc(C(=O)NCCC(=O)NCCCC(=O)OCC)cc1
  -15.8% | 4.4% | -0.8% | -0.4 | -1.6% | -0.6% | -18.7%[57.1 µM] | -4.2 | -5.8%
- Cc1ccc2scc(N3CCN(c4cccc(C(F)(F)F)c4)CC3)c(=O)c2c1
  2.7% | -6.7% | -1.7% | -1.5 | -0.2% | 2.9% | 2.8%[57.1 µM] | 0.8 | 6.7%
- CC(=O)Nc1cc(-c2cccc(C(=O)NCCN(C)C)c2)cn2c(-c3ccc(C(C)=O)cc3)cnc12
  · | · | -4.8% | -5.3 | · | -16.2% | · | -5.1 | ·
- CC1(C)N=C(N)N=C(N)N1c1ccc(Oc2ccc(Cl)cc2)c(Cl)c1
  -12.0% | 0.0% | -7.6% | -0.9 | 1.9% | 0.5% | -4.0% | -0.2 | -0.6%
- COc1ccc(NC(=O)c2sc3nc(C)cc(C)c3c2N)cc1
  -8.4% | 0.7% | 1.0% | -2.1 | 1.1% | -12.4% | 44.6%[activator] | -14.1 | -4.5%
- COC(=O)C1CCN(S(=O)(=O)c2cc3c4c(c2)CC(=O)N4CCC3)CC1
  ? | -24.8% | -2.1% | -2.1 | -0.3% | 2.8% | -3.6%[57.1 µM] | 1.9 | -11.6%
- Cc1cc(C)c(NC(=O)Cn2c(=O)n(CCc3ccccc3)c(=O)c3ccccc32)c(C)c1
  ? | -15.2% | 2.0% | 1.3 | 7.8% | -3.6% | -0.3% | -4.9 | 4.1%
- CCOCCCNC(=S)Nc1ccc(S(N)(=O)=O)cc1
  -13.2% | 1.8% | -3.9% | 1.3 | 3.1% | -0.8% | 0.0% | -6.6 | 4.5%
- CC1CCc2nc(NC(=O)CN3CCOCC3)sc2C1 (stereo not drawn)
  -3.3% | 0.4% | 1.5% | -9.7 | -0.9% | -0.7% | 2.2% | -1.6 | -2.0%
- Cc1ccccc1C1CC(c2ccccc2)Nc2ncnn21 (stereo not drawn)
  -25.0% | 19.5% | -5.8% | 1.6 | -0.3% | -12.9% | 4.0% | 0.9 | -3.2%
- CC(=O)c1sc(N/N=C2\CC3CCC2(C)C3(C)C)nc1C (stereo not drawn)
  -10.0% | -4.5% | -2.2% | 2.3 | 0.2% | -10.2% | 5.7%[11.4 µM] | -1.4 | 0.0%
- CC(NC(=O)Nc1ccc(Cl)c(Cl)c1)C(c1ccccc1)N1CCOCC1 (stereo not drawn)
  -17.5% | 0.0% | -0.4% | 2.6 | -3.0% | -3.3% | 6.6% | 1.3 | -5.7%
- COc1ccc(CCN(C)C(=O)COc2ccc(C(=O)c3ccccc3)cc2)cc1OC
  -10.3% | 0.2% | -0.6% | -1.1 | 0.5% | -0.2% | 1.2% | -4.3 | -12.4%
- CN(c1ccc(-c2csc(NC(=O)C3CC(=O)N(Cc4ccco4)C3)n2)cc1)S(C)(=O)=O (stereo not drawn)
  -10.9% | 4.5% | -4.4% | -3.2 | -0.1% | 0.3% | -0.3% | -3.5 | -13.9%
- O=C1C(=O)N(C2CCN(S(=O)(=O)c3ccc(F)cc3)CC2)CCN1Cc1ccccc1
  -26.8% | -7.8% | -2.1% | -1.5 | ? | 1.2% | 2.0%[57.1 µM] | -2.3 | 1.1%
- COCc1[nH][nH]c(=O)c1C=Nc1ccc(Cl)cc1
  -2.9% | 2.9% | -1.3% | -3.5 | -0.2% | 0.7% | -4.5%[57.1 µM] | -5.1 | 2.6%
- COc1ccccc1N1CCN(c2nc(C)cc(C)c2C#N)CC1
  -23.1% | 1.0% | -2.7% | -2.0 | -0.4% | 0.5% | -4.4% | 0.1 | 11.2%
- CCCNc1nc(NCc2ccccc2OC)c2cnn(C)c2n1
  -18.0% | · | · | 1.8 | -0.2% | · | 4.5%[57.1 µM] | 11.9 | ·
- Nc1n[nH]c(C2CCCCC2)n1
  -24.7% | 1.4% | -0.8% | -4.9 | -2.0% | 0.0% | 1.0% | 0.5 | -3.7%
- Cc1onc(-c2c(F)cccc2Cl)c1C(=O)OCn1nnc2ccccc2c1=O
  -16.9% | 5.0% | 4.3% | 0.0 | 0.3% | 0.1% | -0.5% | -1.4 | ·
- Cn1c(=O)n(CCc2ccccc2)c2ccccc21
  -14.4% | 0.0% | -1.0% | 0.0 | 0.3% | -0.3% | -4.1%[57.1 µM] | -3.1 | 6.6%

# Quoted from the listing:
# O=C1C(=O)N(C2CCN(S(=O)(=O)c3ccc(F)cc3)CC2)CCN1Cc1ccccc1 in mIDH1 inhibitor: -7.8%
# Nc1n[nH]c(C2CCCCC2)n1 in PI4K2A block: -4.9
# CC(NC(=O)Nc1ccc(Cl)c(Cl)c1)C(c1ccccc1)N1CCOCC1 (stereo not drawn) in LDHA block: 1.3

# High-throughput results as filed in PubChem BioAssay.

# An excerpt; the hit share may differ from the screen's.
